Jurkat NFkB inh = inhibitors of induced NF-kB luciferase reporter, primary screen, TCR NF-kB activation inhibitor project, cell-based, luminescence, uHTS. actives 0.53% (n = 330,000). inhibition, % at 4 µM. Jurkat, PMA/ionomycin-induced NF-kB luciferase reporter; in the data active means inhibition above about 50%
Mdm2 MdmX PPI = inhibitors of human Mdm2-MdmX association, primary screen, cell-based, luminescence, split luciferase, SaOS-2, uHTS | Protein Mdm4 (Homo sapiens) + E3 ubiquitin-protein ligase Mdm2 (Homo sapiens), … | SaOS-2 split-luciferase Mdm2/MdmX complementation | inhibition, % at 8 µM | actives 3% (n = 330,000) | AID 485346, 2010;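 active means inhibition of at least 50% at 8 µM in the primary screen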
Target sequence (O15151 whole entry, looked up): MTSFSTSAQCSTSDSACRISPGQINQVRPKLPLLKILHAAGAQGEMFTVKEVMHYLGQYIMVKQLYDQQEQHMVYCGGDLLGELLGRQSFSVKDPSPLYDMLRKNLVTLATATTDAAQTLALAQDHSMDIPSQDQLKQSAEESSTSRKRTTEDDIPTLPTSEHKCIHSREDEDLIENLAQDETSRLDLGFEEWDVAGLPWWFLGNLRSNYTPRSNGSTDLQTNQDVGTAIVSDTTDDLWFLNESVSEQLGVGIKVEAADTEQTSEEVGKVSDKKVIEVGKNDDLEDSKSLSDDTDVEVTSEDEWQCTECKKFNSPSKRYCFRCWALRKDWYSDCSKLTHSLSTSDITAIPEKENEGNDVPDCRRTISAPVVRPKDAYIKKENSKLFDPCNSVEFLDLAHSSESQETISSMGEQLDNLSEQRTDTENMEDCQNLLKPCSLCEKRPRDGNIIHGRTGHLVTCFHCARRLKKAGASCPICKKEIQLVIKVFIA
Target sequence (Q00987 whole entry, looked up): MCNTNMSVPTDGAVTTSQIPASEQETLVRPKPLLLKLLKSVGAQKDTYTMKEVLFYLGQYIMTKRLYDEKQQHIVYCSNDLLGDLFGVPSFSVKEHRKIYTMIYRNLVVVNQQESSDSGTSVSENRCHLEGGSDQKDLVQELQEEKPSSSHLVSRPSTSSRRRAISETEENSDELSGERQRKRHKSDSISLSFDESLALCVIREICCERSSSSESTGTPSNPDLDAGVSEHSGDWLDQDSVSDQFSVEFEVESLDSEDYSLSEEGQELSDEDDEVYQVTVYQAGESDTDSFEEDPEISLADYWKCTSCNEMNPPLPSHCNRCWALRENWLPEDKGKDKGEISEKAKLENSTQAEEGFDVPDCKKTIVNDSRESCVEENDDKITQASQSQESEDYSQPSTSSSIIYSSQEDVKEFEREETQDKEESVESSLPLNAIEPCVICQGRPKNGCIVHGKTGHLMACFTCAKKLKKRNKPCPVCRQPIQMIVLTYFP
697 NFkB inh = inhibitors of PMA/ionomycin-induced NF-kB reporter, 697 cells, primary screen, B-cell NF-kB inhibitor project, cell-based, luminescence, uHTS; actives 0.33% (n = 330,000); AID 435022, 2010; 697 B-cell NF-kB luciferase reporter, 16 h; inhibition, % at 4 µM; in the data active means inhibition above about 35%
APJ ag = agonists of human apelin receptor APJ, primary screen, CHO-K1 cells, PathHunter beta-arrestin, luminescence | P35414 | 0% DMSO wells, 100% apelin | activation, % at 20 µM | actives 0.11% (n = 330,000);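 active means activation more than six SD over the plate average, tested at 20 µM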;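 further: 0% = DMSO alone and 100% = apelin-13 at 10 nM; some results filed as inactive read as strong as hits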
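Incubation: overnight seeding, 90 min compound at 25 °C, 1 h detection; test system: PathHunter CHO-K1 APJ (AGTRL-1) beta-arrestin reporter cells; amount: 1000 cells/well; doses: one dose, 20 µM compound, 1% DMSO; measured by: beta-gal luminescence; measure: agonist-driven arrestin binding to APJ; benchmarks: negative DMSO alone, positive Apelin-13 at 10 nM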
UPR CHOP act = activators of apoptotic CHOP UPR arm, primary screen, cell-based, CHO-CHOP luciferase reporter, luminescence, uHTS; activation, % at 10 µM; UPR activation; percent of tunicamycin response over DMSO baseline; actives 0.34% (n = 330,000);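 active means at 10 µM dose, activation of 40% or more, normalized to positive control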;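 further: 100% = tunicamycin at 10 µg/mL and 0% = DMSO alone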
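System: CHO CHOP reporter cells. Amount: 500 cells per well. Buffer or medium: F12 medium, 10% FBS. Compound dosing: one dose, 10 µM in 0.5% DMSO. Incubation: 6 h compound exposure at 37 °C after overnight seeding. Technique: Steady-Glo luciferase luminescence. Benchmarks: tunicamycin and DMSO controls.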
tim23-1 inh = growth inhibitors of tim23-1 mutant yeast, primary screen, luminescence, uHTS. actives 1.3% (n = 330,000). S. cerevisiae tim23-1 growth, BacTiter-Glo luminescence, 24 h. inhibition, % at 20 µM;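 active means growth inhibition of the mutant yeast at or above 50%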;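 further: temperature-sensitive mutant grown at 25 °C; plate controls were DMSO-treated mutant yeast for no effect and medium wells lacking yeast for full effect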
XBP1 UPR activ = activators of adaptive XBP1 UPR arm, primary screen, cell-based, CHO-XBP1 luciferase reporter, luminescence, uHTS. activation, % at 20 µM. actives 0.33% (n = 330,000). AID 463104, 2010. IRE1-XBP1 UPR activation; percent of tunicamycin response, DMSO as zero;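 active means versus positive control, 20 µM dose yields 30% or more activation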;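 further: 100% = tunicamycin at 10 µg/mL and 0% = DMSO only wells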
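Material – CHO cell line with stable XBP1 luciferase reporter · Buffer or medium – F12 plus 10% FBS · Compound – single point, 20 µM final compound, 1% DMSO · Schedule – 16-18 h cell attachment at 37 °C, then 6 h compound exposure · Signal – Steady-Glo luminescence read · Benchmarks – high control tunicamycin 10 µg/mL final, low control DMSO vehicle only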
APJ antagonist = antagonists of human apelin receptor APJ, primary screen, CHO-K1 cells, beta-arrestin complementation, luminescence; P35414; inhibition, % at 20 µM; actives 0.32% (n = 330,000);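 active means inhibition above about 40% at 20 µM, limit read from the data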;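 further: cells challenged with 10 nM apelin-13 agonist together with compound; plate controls were apelin-13 plus DMSO wells for no effect and DMSO wells lacking apelin-13 for full effect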
* marks the source's active call; other numbers are inactive results.

smiles	tim23-1 inh	697 NFkB inh	APJ ag	UPR CHOP act	XBP1 UPR activ	Mdm2 MdmX PPI	APJ antagonist	Jurkat NFkB inh
CCOC(=O)C1(CCc2ccccc2)CCN(Cc2cnc(N(C)C)s2)CC1	14.4	-53.6	-2.2	-2.4	-5.0	4.5	7.4	10.4
OCc1ccccc1OCCOc1ccc(Cl)c2cccnc12	25.6	-19.8	0.4	3.1	4.7	-32.2	13.5	-22.6
COc1ccc(Cc2[nH]n3c(=O)c(Cl)c(C)nc3c2-c2ccccc2)cc1	7.3	9.8	1.3	-0.6	-3.8	21.4	1.1	-7.6
C=CCC[C@@H](Cc1ccc(F)cc1)C(=O)OCCNC(=O)[C@H](CC=C)CC(=O)NCCO	-1.0	-5.2	-3.8	0.3	0.1	0.0	-1.9	4.7
CCOC(=O)c1cc(-c2ccccc2)n(CC(=O)Nc2cccc(OC)c2)c1C	6.2	3.7	-3.6	-1.0	-4.5	36.5	9.7	2.4
COc1cc(/C=N/NC(=O)C2COc3ccccc3O2)ccc1O (centres undefined)	15.7	14.9	-2.2	1.0	0.8	15.7	7.6	3.1
Fc1ccc(N2CCN(Cc3cnc(N4CCOCC4)s3)CC2)cc1	-27.5	-7.5	-1.8	-2.2	-1.3	19.0	-2.5	-11.2
CCOc1ccc(N(CC(=O)NCCc2ccc(C)cc2)S(=O)(=O)c2c(C)noc2C)cc1	2.7	-6.7	-4.4	-2.0	-4.7	29.1	-2.0	21.8
Cc1cc2ncc(-c3cccs3)nc2cc1C	6.6	-278.7	0.3	-2.7	-7.6	-86.4	5.1	-122.3
CCOC(=O)c1cc(CC)sc1NC(=O)C1CC1	27.4	5.0	-5.3	2.3	-0.3	-13.6	1.9	5.1
COc1ccc(C(=O)N2CCNC(=O)C2CC(=O)Nc2cccc(Cl)c2Cl)cc1 (centres undefined)	3.7	13.0	7.1	3.5	-7.2	-7.7	7.2	-4.8
COc1cccc(NC(=O)CSc2nc3c(c(-c4ccco4)c2C#N)CCCC3)c1	-16.7	10.1	-4.1	-1.2	0.4	19.2	5.2	8.9
COc1ccc(/C=N/Nc2nc(-c3ccc(Cl)cc3)cc(C(F)(F)F)n2)c(OC)c1	-12.3	19.8	-1.7	0.9	3.5	27.4	8.9	-4.3
CSc1nc(Cl)cc(N2CCOCC2)n1	1.3	2.6	-0.3	-1.2	0.3	4.0	16.3	-23.2
CC(=O)c1ccc(-c2ccc([C@H]3[C@H]4C=CC[C@@H](C)[C@@H]4C(=O)N3Cc3ccccc3)c(F)c2)cc1	19.9	11.3	-2.9	1.4	2.3	56.5*	11.8	7.0
COc1ccccc1OCCN1CSC(=S)N(C)C1	71.6*	2.4	-2.7	81.9*	-2.8	51.7*	3.3	5.3
COc1ccc(/C=C2\Oc3cc(OCC(=O)N4CCC[C@H]4CO)ccc3C2=O)c(OC)c1	26.8	2.9	-5.6	0.5	-0.1	16.4	-39.4	-0.8
COc1ccc(CNC(=O)COC(=O)CCCOc2ccc(Cl)cc2Cl)cc1	22.9	-16.1	1.1	-1.6	-0.7	-4.3	5.6	-10.5
C=CCC[C@H](Cc1ccc(F)cc1)C(=O)OC[C@@H](Cc1c[nH]c2ccccc12)NC(=O)[C@H](CC=C)CC(=O)N[C@H](CO)Cc1ccccc1	4.4	9.1	-0.9	27.8	0.0	38.1	-7.7	-2.0
CCOC(=O)c1nnn(CC(=O)N2N=C(c3cc(C)ccc3C)CC2c2ccc(OC)cc2)c1C(=O)OCC (centres undefined)	12.5	-67.0	-1.6	2.2	0.0	-1.3	1.4	4.8
COc1ccccc1NS(=O)(=O)c1ccc2oc(=S)[nH]c2c1	11.8	-8.1	-3.2	-0.4	-1.1	9.2	-2.7	-9.5
CC(OC(=O)Cn1cnc2ccccc2c1=O)C(=O)NCc1ccccc1 (centres undefined)	-7.1	13.6	-3.2	0.9	-0.7	21.1	22.2	7.8
Cc1cccc(NC(=O)CCC(=O)N/N=C/c2ccco2)c1C	9.5	8.7	2.0	-0.4	0.4	8.7	0.0	1.8
Brc1ccccc1-c1nnc2sc(-c3ccc4c(c3)OCCO4)nn12	42.1	-28.1	-5.0	-1.1	-0.2	51.0*	21.6	47.1
COC(=O)c1[nH]c2cc(OC)c(OC)cc2c1/C=N/Nc1ccccc1	41.4	6.9	1.9	9.0	35.9*	78.7*	-63.5	14.1
Cc1cccc(C)c1NC(=O)C(C)N1CCCC1 (centres undefined)	-16.2	12.4	-3.8	-1.8	-7.1	25.7	3.0	-21.1
COc1ccc(-n2nnc3c(=O)n(CC(=O)N4CCCC4)cnc32)cc1	9.4	15.1	2.3	1.8	-2.8	11.9	29.5	-2.1
CC1C(C#N)=C(N)OC2=C1C(=O)CC(c1ccccc1)C2 (centres undefined)	39.7	11.1	-1.7	-0.2	-2.0	17.5	5.2	-1.8
CCN(C(=O)COC(=O)CNC(=O)c1ccc(C)cc1)c1c(N)n(Cc2ccccc2)c(=O)[nH]c1=O	10.9	12.0	1.1	2.9	-1.8	16.3	-5.3	23.8
CCCCNC(=O)CNC(=S)N(CCCN1CCOCC1)Cc1cccs1	-1.6	-4.2	-1.1	1.4	-1.0	8.6	2.0	9.3

Part of the list above, as labelled records.
smiles: CC(=O)c1ccc(-c2ccc([C@H]3[C@H]4C=CC[C@@H](C)[C@@H]4C(=O)N3Cc3ccccc3)c(F)c2)cc1
  tim23-1 inh: 19.9	697 NFkB inh: 11.3	APJ ag: -2.9	UPR CHOP act: 1.4	XBP1 UPR activ: 2.3	Mdm2 MdmX PPI: 56.5*	APJ antagonist: 11.8	Jurkat NFkB inh: 7.0
smiles: COc1ccccc1OCCN1CSC(=S)N(C)C1
  tim23-1 inh: 71.6*	697 NFkB inh: 2.4	APJ ag: -2.7	UPR CHOP act: 81.9*	XBP1 UPR activ: -2.8	Mdm2 MdmX PPI: 51.7*	APJ antagonist: 3.3	Jurkat NFkB inh: 5.3
smiles: COc1ccc(/C=C2\Oc3cc(OCC(=O)N4CCC[C@H]4CO)ccc3C2=O)c(OC)c1
  tim23-1 inh: 26.8	697 NFkB inh: 2.9	APJ ag: -5.6	UPR CHOP act: 0.5	XBP1 UPR activ: -0.1	Mdm2 MdmX PPI: 16.4	APJ antagonist: -39.4	Jurkat NFkB inh: -0.8
smiles: COc1ccc(CNC(=O)COC(=O)CCCOc2ccc(Cl)cc2Cl)cc1
  tim23-1 inh: 22.9	697 NFkB inh: -16.1	APJ ag: 1.1	UPR CHOP act: -1.6	XBP1 UPR activ: -0.7	Mdm2 MdmX PPI: -4.3	APJ antagonist: 5.6	Jurkat NFkB inh: -10.5

Next section.
smiles	tim23-1 inh	697 NFkB inh	APJ ag	UPR CHOP act	XBP1 UPR activ	Mdm2 MdmX PPI	APJ antagonist	Jurkat NFkB inh
O=C1C2C3C=CC(C3)C2C(=O)N1c1ccncc1 (centres undefined)	11.8	-4.9	1.6	-1.6	-6.8	14.4	6.7	-5.4
CCn1c(C)nc2cc(C(=O)NNC(=O)CCC3CCCC3)ccc21	1.9	4.6	-1.7	-0.8	0.0	13.9	2.6	-7.7
CCCn1nnc(NC(=S)NC(=O)Cc2ccccc2)n1	12.6	12.0	-4.7	0.5	0.4	3.5	24.6	16.2
COC(=O)c1ccccc1S(=O)(=O)N1CCC(C(=O)OCC(=O)c2ccccc2OC)CC1	23.9	5.8	-2.3	-0.3	-2.5	8.8	12.0	-1.3
COc1nc2c(s1)C(=O)NCCC2	-1.5	10.6	1.4	-1.8	0.5	1.8	19.1	16.6
CC(C(=O)Nc1cc([N+](=O)[O-])ccc1Cl)N1CCN(c2ccccc2O)CC1 (centres undefined)	36.5	-18.6	2.0	-2.0	-1.9	16.1	-18.6	10.1
CNc1nc(-c2ccc(Cl)cc2)cs1	26.3	-99.7	0.2	5.2	5.9	-34.2	12.1	-45.8
O=C(c1cc(Cl)ccc1Cl)N1CCOCC1	-12.2	8.5	-0.5	1.0	1.7	13.4	9.1	-0.1
COc1ccc(N(CC(=O)Nc2cccc(N(C)S(C)(=O)=O)c2)S(=O)(=O)c2ccccc2)cc1Cl	16.9	-11.8	1.7	-0.5	-0.5	21.2	4.3	1.0
CC1CC(Nc2ccccc2)c2ccccc2N1C(=O)c1cccnc1 (centres undefined)	25.8	-3.6	-2.4	-0.6	-1.1	13.2	11.7	14.2
O=C(c1ccccc1)c1cccn1CC(=O)N1CCc2ccccc2C1	36.1	11.3	-6.3	0.3	-1.5	-0.2	49.8*	-6.4
CCC(=O)Nc1cccc(C2=NOC3(C2)C[C@H](C(N)=O)N(C(=O)c2ccc(Cl)cc2)C3)c1 (some centres undefined)	9.0	18.2	2.5	0.5	-2.9	-9.0	12.3	19.7
NC(=O)N/N=C/c1cn(CC(=O)Nc2ccc(F)cc2)c2ccccc12	-2.0	3.9	-3.8	-0.5	-0.7	17.5	6.1	6.9
COc1cccc(CNC(=O)CCN2C(=O)[C@@H]3Cc4ccccc4CN3C2=O)c1	-12.7	-17.9	1.9	-0.7	-2.5	-12.1	0.6	1.7
COc1cc(C(=O)Nc2ccc(Cl)c(C(F)(F)F)c2)cc(OC)c1OC	44.3	20.3	-2.6	2.9	-2.1	30.5	25.3	9.3
CCN(Cc1cnn(C)c1)C(=O)c1ccc2nc(Cc3cccc(Cl)c3)oc2c1	22.6	-29.2	0.3	1.9	-6.2	-2.0	9.4	8.3
CCOc1ccc(-c2n[nH]c(C(=O)NN)c2C)cc1	19.3	-40.1	4.3	-3.4	-0.5	8.8	-18.7	-30.8
O=C(CCS(=O)(=O)c1ccccc1)NC1CCCCC1	2.6	-18.7	-6.1	0.8	-0.8	7.8	-0.3	-50.2
O=C(COC(=O)/C=C/c1cccc([N+](=O)[O-])c1)Nc1ccc(Cl)cn1	12.4	6.7	-2.9	1.6	0.0	19.7	-3.0	5.4
CC(C)c1nc2ccccc2n1CCC(=O)O	-2.0	2.9	-0.3	1.2	-1.1	0.1	-10.9	-19.4

Screens (PubChem)
